Screening results deposited in PubChem BioAssay by National Center for Advancing Translational Sciences (NCATS).
GLP1R inv ag: GLP-1 receptor (human) inverse agonism. HEK293 GLP-1R CRE-luciferase, luminescence, 24 h; GLP-1R form is constitutively active. Potency, µM (titrated, usually from 38.3 µM), for the others: at the highest dose activity change, negative = inhibition, most hits filed as inhibitors. hit rate 1.6% among 410,000. AID 624417; further: on the % scale 0 is the no-effect control and ±100 the full control effect; nearly all actives have a fitted effect of over 55% in size
Target sequence (P43220 whole entry, looked up): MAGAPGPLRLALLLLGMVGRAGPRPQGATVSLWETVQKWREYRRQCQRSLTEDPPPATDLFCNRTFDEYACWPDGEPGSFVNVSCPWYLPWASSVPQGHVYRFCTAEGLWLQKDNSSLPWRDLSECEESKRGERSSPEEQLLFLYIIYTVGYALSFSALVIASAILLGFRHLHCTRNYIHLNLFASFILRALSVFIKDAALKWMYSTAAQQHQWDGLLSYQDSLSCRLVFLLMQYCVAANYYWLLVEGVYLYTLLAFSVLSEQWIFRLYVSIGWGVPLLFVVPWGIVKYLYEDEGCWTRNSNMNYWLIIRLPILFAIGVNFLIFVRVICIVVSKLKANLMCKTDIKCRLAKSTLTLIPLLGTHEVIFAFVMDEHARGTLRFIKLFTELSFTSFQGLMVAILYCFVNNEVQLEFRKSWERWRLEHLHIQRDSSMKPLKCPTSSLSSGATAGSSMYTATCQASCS
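Constitutively active GLP-1R drives a cAMP-responsive luciferase in stably transfected HEK293 cells; test compounds are added after overnight (12 h) attachment and left 24 hr, and signal loss in luminescence marks inhibition.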
HEK293 tox: cytotoxicity counter-screen for GLP-1 receptor inverse agonists; HEK293 cAMP-luciferase reporter cells, luminescence, 24 h; Potency, µM (doses to about 38.3 µM), without a hit: at the top dose activity change, negative = inhibition, most hits filed as inhibitors; hit rate 0.13% among 410,000; AID 624418;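 further: loss of luciferase light is scored as toxicity; on the % scale 0 is the no-effect control and ±100 the full control effect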
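Step one: seed cells (200 cells/uL, DMEM with 10% Nu serum, 1% pen-strep). Step two: 12-hour incubation at 37 deg C. Step three: pin 23 nL compound, incubate 24 hr. Step four: add luciferase reagent, read luminescence 12 min later.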
PTHR1 ag: activates the human parathyroid hormone receptor PTHR1; Potency, µM (highest dose often 115 µM), without a hit: at the highest dose activation, actives largely listed as activators; hit rate 0.075% among 410,000; Q03431; HEK293 GP2 PTHR1 cells, GloSensor cAMP luminescence, 1 h; further: nearly all actives have a fitted effect of over 55% in size; some results filed as inactive show a strong effect at the top dose; inactives centre near -15; many of its hits are not listed in these tables
Target sequence (Q03431 whole entry, looked up): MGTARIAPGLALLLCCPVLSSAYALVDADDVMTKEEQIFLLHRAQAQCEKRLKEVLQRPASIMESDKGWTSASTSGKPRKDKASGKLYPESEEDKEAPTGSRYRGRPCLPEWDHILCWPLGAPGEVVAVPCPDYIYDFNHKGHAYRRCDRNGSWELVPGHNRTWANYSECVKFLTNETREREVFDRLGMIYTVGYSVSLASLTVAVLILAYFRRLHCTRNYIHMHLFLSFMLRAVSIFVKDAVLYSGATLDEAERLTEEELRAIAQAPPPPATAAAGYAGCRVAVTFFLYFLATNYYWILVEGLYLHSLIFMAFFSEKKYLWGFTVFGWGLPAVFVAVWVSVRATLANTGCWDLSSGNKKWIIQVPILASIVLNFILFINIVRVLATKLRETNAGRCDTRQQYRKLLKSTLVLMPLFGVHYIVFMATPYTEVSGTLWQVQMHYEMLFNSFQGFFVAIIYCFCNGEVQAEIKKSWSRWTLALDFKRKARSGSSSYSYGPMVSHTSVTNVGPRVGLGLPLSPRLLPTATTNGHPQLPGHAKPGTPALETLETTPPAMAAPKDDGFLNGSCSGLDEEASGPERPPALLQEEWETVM
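HEK-293-derived GP2 cells expressing PTHR1 and a GloSensor cAMP reporter, 3,000/well, plated overnight, given luciferin plus IBMX (each 0.5 mM as added) for 1 h at 37 °C, then compound for 1 h at 37 °C. Luminescence was read after 15 min at room temperature.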
* = called active by the depositor; i = inactive; ? = inconclusive; [ ] = dose if it differs, or a comment. The call rests on the fitted dose curve; in most records, active means well fitted curve in the direction sought with a large enough effect; inconclusive means small, poorly fitted or top-dose-only effect, or another doubt; inactive means no such curve, though single readings can be large; an effect the other way counts as inactive or inconclusive. Potency means the concentration at half of the fitted maximal effect. An excerpt (hit frequency here may not be typical).

Below each SMILES – GLP1R inv ag	HEK293 tox	PTHR1 ag
Cc1ccccc1OCC(=O)OCc1cc(=O)n2nc(C3CCCCC3)sc2n1
 : 8%	7%	-31%
COc1ccccc1N1CCN(C(=O)c2oc3ccccc3c2NC(=O)C(C)Oc2ccccc2)CC1 (centres undefined)
 : 1%	17%	i
CN(Cc1ccccc1)C(=O)CSc1c2c(nc3ccc(Cl)cc13)CCCC2
 : ?	1%	-41%[inhibitor]
CCc1ccccc1NC(=O)c1ccc2nc(C(C)C)oc2c1
 : ?	-18%	-79%[inhibitor]
Cc1ccc(NC(=O)C(=O)NCC(c2cccnc2)N2CCc3ccccc3C2)cc1 (centres undefined)
 : -12%	3%	-16%
COc1ccc(C2=CC(c3ccccc3F)n3ncc(C(=O)Nc4ccc(C)cc4)c3N2)cc1 (centres undefined)
 : 8%	4%	-11%
O=C(Cn1cc(S(=O)(=O)Cc2ccccc2Cl)c2ccccc21)Nc1cccc(C(F)(F)F)c1
 : ?	-5%	-29%
COc1cccc(C(=O)NCC2OCCc3ccccc32)c1 (centres undefined)
 : 10%	4%	-24%
CNC(=O)C1CCC(Cn2c(=O)c3sccc3n(CC(=O)N3CCCC3)c2=O)CC1 (centres undefined)
 : 2%	-8%	?
Cc1ccc2c(=O)cc(CSc3ncn[nH]3)[nH]c2c1C
 : -22%	-13%	i
CCc1nnc(SCc2nc(-c3ccccc3)oc2C)c2cc3sccc3n12
 : -5%	14%	8%
COc1ccc(CC(=O)NCC(c2ccc(N(C)C)cc2)N2CCOCC2)cc1OC (centres undefined)
 : 11%	1%	i
Cc1ccc2oc(-c3ccc(NC(=O)c4cccc(F)c4)c(C)c3)nc2c1
 : -5%	0%	-2%
COc1ccc(NC(=O)Cn2cc(C(=O)c3ccccc3OC)c(=O)c3ccc(C)nc32)cc1OC
 : 4%	-13%	-17%
CN(C)c1ccc(CN(CC2CCCO2)C(=O)c2ccc(Br)cc2)cc1 (centres undefined)
 : -7%	5%	-12%
COC(=O)c1ccc(NC(=O)CCCC(=O)OCC(=O)c2ccc(Cl)cc2)cc1
 : -10%	-4%	-6%
Nc1c(C(=O)Nc2ccccc2Cl)c2ccccn2c1C(=O)c1ccccc1
 : -20%	-1%	i
CC(=O)c1cccc(NC(=O)CSc2nnc3ccc(-c4ccc(Br)cc4)nn23)c1
 : 9%	-1%	-18%
COc1cc(OC)c(NC(=O)CN2CCCN(Cc3ccccc3C)S2(=O)=O)cc1Cl
 : 5%	-1%	i
O=C(CCC1N=C2c3ccccc3N=C(SCc3ccc(Cl)cc3)N2C1=O)NC1CCCCC1 (centres undefined)
 : 6%	-9%	-12%
Cc1ccc(S(=O)(=O)CCC(=O)N2CCN(c3nc4c(C)c(Cl)ccc4s3)CC2)cc1
 : 2%	-2%	-32%[inhibitor]
Cc1nn(CC(=O)NC2CC2)c(=O)c2cc3ccccc3n12
 : 6%	13%	?
Cc1ccc(-n2nc3c(N4CCC(C(=O)NC5CCC(C)CC5)CC4)nnc(C)c3c2C)cc1 (centres undefined)
 : -24%	3%	9%
CCOC(=O)CSc1nc2ccc(NC(=O)c3ccc(Cl)cc3)cc2s1
 : 18%	3%	i
CCN(C(=O)c1cn(-c2ccc(OC)cc2)c(=O)c2ccccc12)c1cccc(Cl)c1
 : ?	3%	-20%
COc1ccc(-c2nn(C)c3sc(C(=O)N4CCN(c5cccc(Cl)c5)CC4)cc23)cc1OC
 : -16%	-17%	i
COCCNc1ncnc2c1c(-c1ccccc1)cn2-c1ccc(C)c(Cl)c1
 : 2%	8%	i
Cc1cccc(-c2nc3c4ccccc4n(Cc4cccc(Cl)c4)c(=O)n3n2)c1
 : 6%	-7%	-36%[inhibitor]
O=S(=O)(c1cccc(C(F)(F)F)c1)N1CCC(Oc2ccc(-n3cnnn3)cc2)CC1
 : -7%	11%	-8%
COc1ccc(NC(=O)c2cc(=O)c3cc(C)cc(C)c3o2)cc1
 : 1%	1%	i

A second format for part of the listing above.
compound,GLP1R inv ag,HEK293 tox,PTHR1 ag
COc1ccc(C2=CC(c3ccccc3F)n3ncc(C(=O)Nc4ccc(C)cc4)c3N2)cc1 (centres undefined),8%,4%,-11%
CCc1nnc(SCc2nc(-c3ccccc3)oc2C)c2cc3sccc3n12,-5%,14%,8%

(next part)
Below each SMILES – GLP1R inv ag	HEK293 tox	PTHR1 ag
O=C(O)CCc1ccc(-c2ccc(Br)cc2)n1-c1ccccc1O
 : ?	1%	i
Cc1ccc(-n2c(SCC(=O)Nc3cccc(C)c3)nc3c(oc4ccccc43)c2=O)cc1
 : -7%	0%	-2%
COc1ccc(-c2nc3cc(NC(=O)c4ccc(C)cc4)ccc3o2)cc1Cl
 : -25%	4%	-19%
O=C(NCCCc1ccccc1)c1ccc2c(c1)sc1nc(-c3ccc(F)cc3)cn12
 : ?	-11%	i
CC(=O)Nc1ccc(S(=O)(=O)NCc2ccc3c(c2)CCN3C(C)=O)cc1
 : 9%	-6%	-18%
CC(=O)c1sc(N2C(=O)c3oc4ccccc4c(=O)c3C2c2ccc(C)cc2)nc1C (centres undefined)
 : 9%	-9%	-12%
CCOc1cc(C#N)c(NC(=O)c2ccc(OC)c(S(=O)(=O)N3CCCC3)c2)cc1OCC
 : 3%	10%	i
COc1ccc(CCNC(=O)Cn2c(-c3ccc(F)cc3)cc(C(C)=O)c2C)cc1OC
 : 25%	-9%	?
CCc1nc(-c2cc(S(=O)(=O)N3CCN(c4ccccc4)CC3)ccc2OC)no1
 : 12%	0%	-20%
CC(=O)Nc1nnc(SCc2cc(=O)c3cc(C)ccc3[nH]2)s1
 : -2%	2%	-13%
Cc1cc(C)n(CCC(=O)Nc2ccc(Cl)cc2)n1
 : 5%	-2%	-22%
CCOc1ccccc1NC(=O)c1c(NC(=O)c2ccccc2)sc2c1CCCC2
 : 0%	1%	-4%
COCCCNC(=O)C1CCCN(c2nn3cc(-c4ccc(C)cc4)nc3s2)C1 (centres undefined)
 : -18%	-14%	-40%
Cc1cc(C)c2c(CC(=O)Nc3c(C(=O)c4ccc(F)cc4)oc4ccccc34)coc2c1
 : 7%	-6%	-22%
CC(C)CCNC(=O)c1ccc(NC(=O)N2CCCCc3ccccc32)cc1
 : 5%	-1%	10%
CCOc1ccc(-c2cc(NC(=O)c3ccccc3)c(C(=O)OC)s2)cc1
 : 8%	-3%	i
O=C(O)CCn1ccc2cc(S(=O)(=O)N3CCCCC3)ccc21
 : -5%	0%	8%
Cc1cc(C)cc(C(=O)NCCc2sc(-c3ccc(F)cc3)nc2C)c1
 : -9%	7%	i
CC(=O)Nc1nonc1-c1nnc(SCC(=O)Nc2ccc(C)cc2)n1-c1ccccc1
 : ?	-17%	i
O=C(Nc1ccc2nc(SCC(=O)N3CCCC3)sc2c1)c1cccc(Br)c1
 : ?	-25%	-12%
CCCCN(CCCC)C(=O)c1cc2c(=O)n3ccccc3nc2s1
 : 6%	33%[activator]	i
COc1ccc(OC)c(CNS(=O)(=O)c2cc(-c3onc(C)c3C)ccc2C)c1
 : -11%	-10%	-59%[inhibitor]
COc1ccc(OC)c(CNC(=O)c2ccc(NC(=O)c3nsc4ccccc34)cc2)c1
 : -14%	1%	i
CCOc1ccc(CN(CCc2ccc3c(c2)OCO3)Cc2cc(OC)cc(OC)c2)cc1
 : ?	-8%	i
COC(=O)c1cc2sccc2n1CC(=O)Nc1cc(Cl)ccc1OC
 : ?	-4%	-49%[inhibitor]
COc1ccc(C(=O)N2CCN(c3nc4c(C)c(Cl)ccc4s3)CC2)c(OC)c1
 : 7%	-3%	-20%
COc1ccc(CCNC(=O)c2cc3cccc4c3n2CC(C)S4)c(OC)c1OC (centres undefined)
 : ?	-11%	i
CCNC(=O)C1CCN(Cc2cc3ccccc3n2Cc2ccc(C)cc2)CC1
 : -9%	8%	i
Cc1cc(C)c(S(=O)(=O)Nc2ccc(-c3ccc(N4CCCCC4)nn3)cc2)cc1C
 : -7%	-8%	i
COc1ccc(NC(=O)N2CCN(Cc3nc4ccc(C)cc4o3)CC2)cc1OC
 : 3%	7%	-20%

5 entries out of the list above, arranged by the number in PTHR1 ag, low to high:
| compound | PTHR1 ag |
| --- | --- |
| COCCCNC(=O)C1CCCN(c2nn3cc(-c4ccc(C)cc4)nc3s2)C1 (centres undefined) | -40% |
| Cc1cc(C)c2c(CC(=O)Nc3c(C(=O)c4ccc(F)cc4)oc4ccccc34)coc2c1 | -22% |
| CCc1nc(-c2cc(S(=O)(=O)N3CCN(c4ccccc4)CC3)ccc2OC)no1 | -20% |
| O=C(Nc1ccc2nc(SCC(=O)N3CCCC3)sc2c1)c1cccc(Br)c1 | -12% |
| CCOc1ccccc1NC(=O)c1c(NC(=O)c2ccccc2)sc2c1CCCC2 | -4% |

The listing continues:
Below each SMILES – GLP1R inv ag	HEK293 tox	PTHR1 ag
CCC1CN(C(=O)Nc2cccc(OC)c2)c2ccccc2O1 (centres undefined)
 : ?	24%	i
CCc1ccccc1NC(=O)CN(C)S(=O)(=O)c1cccc2nsnc12
 : 7%	0%	i
COc1cccc(-n2cc(C(=O)NCc3cccc(Cl)c3)c3ccccc3c2=O)c1
 : ?	-1%	i
C#CCSc1nc(-c2ccccc2)c2cc(Cl)ccc2n1
 : 18%	4%	i
CCC(=O)N1CCc2cc(CNS(=O)(=O)c3ccccc3F)ccc21
 : 4%	3%	i
COc1ccc(-c2nc(SCC(=O)NCCc3ccc(OC)c(OC)c3)n[nH]2)cc1
 : 1%	1%	i
CC(NC(=O)Nc1ccccc1C(F)(F)F)c1c(-n2cccc2)sc2c1CCCC2 (centres undefined)
 : ?	7%	-12%
COc1ccc(NC(=O)Cn2cc(S(=O)(=O)N3CCN(c4ccccc4F)CC3)c3ccccc3c2=O)cc1Cl
 : -13%	-5%	10%
COCCN1C(=O)c2oc3cc(C)cc(C)c3c(=O)c2C1c1cccc(O)c1 (centres undefined)
 : 5%	23%	i
CC1CCN(C(=O)Cn2c(=O)n(-c3ccc(Cl)cc3)c(=O)c3c4c(sc32)CCC4)CC1
 : -18%	12%	i
COc1ccccc1CNC(=O)c1ccc(CS(=O)c2ccccc2Cl)o1 (centres undefined)
 : -28%	3%	-44%[inhibitor]
CCc1ccc2oc(-c3ccc(NC(=O)c4cc(OC)c(OC)c(OC)c4)cc3)nc2c1
 : 2%	1%	-27%
COc1ccc(NC(=O)c2c(NCc3ccc(C)o3)sc3c2CCCCC3)c(OC)c1
 : ?	-20%	i
CCOC(=O)C1CCN(CCC(=O)Nc2ccccc2OC)CC1
 : -12%	5%	-7%
CCOc1ccc(NC(=O)N2CCC(CN3CCc4ccccc4C3)CC2)cc1
 : -15%	-13%	i
CCCn1c2ccccc2c2cnn(CC(=O)NCCc3cc(OC)ccc3OC)c(=O)c21
 : -3%	-2%	i
CCCCOc1cccc(C(=O)Nc2cccc3ccc(C)nc23)c1
 : -11%	0%	-21%
CC(C)c1ccc(NC(=O)c2cc(S(=O)(=O)NC3CCCCC3)ccc2F)cc1
 : ?	-12%	-16%
CC(C)Oc1ccc(CNC(=O)CCn2c(=O)c3cccn3c3ccc(F)cc32)cc1
 : -10%	1%	i
CCOCCCNC(=O)C(c1ccc(OC)cc1)N(Cc1cccs1)C(=O)c1ccc(NC(C)=O)cc1 (centres undefined)
 : -27%	-24%	-42%[inhibitor]
Cc1oc(-c2ccc(C(=O)NC(C)c3ccccc3)cc2)nc1CS(=O)(=O)c1ccccc1 (centres undefined)
 : 1%	2%	i
Cc1cccc(N2CCN(S(=O)(=O)c3csc(C(N)=O)c3)CC2)c1C
 : ?	-13%	-17%
Cc1ccc(CCNC(=O)C(NS(=O)(=O)c2ccc3c(c2)oc(=O)n3C)C(C)C)cc1 (centres undefined)
 : 4%	22%	-36%[inhibitor]
COc1cc(CN(C(=O)c2ccc(C)cc2)C2CCS(=O)(=O)C2)cc(OC)c1OC (centres undefined)
 : 4%	-7%	i
COc1ccc(C(=O)N2c3ccc(C)cc3C(C)(c3ccccc3)CC2(C)C)cc1 (centres undefined)
 : 10µM*	6%	-32%
Cc1ccc2nc(N3CCN(c4cccc(Cl)c4)CC3)c3nnnn3c2c1
 : 9%	1%	11%
Cc1ccc(-n2c3c(c(=O)[nH]c2=O)C(NC(=O)c2ccccc2C)(C(F)(F)F)C(=O)N3)cc1 (centres undefined)
 : 14%	2%	-12%
CC(C)(C)OC(=O)N1CCC(c2c(C(=O)NCc3ccco3)cnn2-c2ccc(F)cc2F)CC1
 : -9%	0%	i
COc1cccc(C(=O)Nc2ccc(S(=O)(=O)N(Cc3ccccc3)c3ccccc3)cc2)c1
 : ?	-1%	-14%
COc1ccc(NC(=O)Cn2c(CCC(=O)O)ccc2-c2ccccc2)cc1Cl
 : 3%	7%	i
